Neddylation inh: inhibitors of cullin neddylation, primary screen, biochemical, TR-FRET, uHTS, NAE and Ubc12; calls only at 25 µM; hit rate 0.58% among 360,000; in the data active means inhibition above about 36%
SKN-1 inh: suppressors of acrylamide-induced Pgst-4::GFP reporter in worms, primary screen, SKN-1 inhibitor project, whole organism, uHTS, GFP/RFP fluorescence ratio, strain VP596. hit rate 0.49% among 360,000. AID 624304, 2012. inhibition, % at 21.8 µM. C. elegans VP596 Pgst-4::GFP/RFP ratio, 24 h;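 active means interference check ratio from 0.5 to 1.5 plus GFP to RFP signal ratio inhibition reaching or exceeding a fixed threshold, cut at about 30% in these data, passing the limit was not always enough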; further: some compounds called inactive have numbers as strong as hits
MT1-MMP act inh: blockers of MT1-MMP proenzyme processing, primary screen, HT1080 RFP-PRO-GFP cells, GFP/RFP fluorescence. Matrix metalloproteinase-14 (Homo sapiens), P50281. GFP/RFP ratio fluorescence, overnight; percent of plate control window, DMSO zero. GFP/RFP ratio change, % at 20 µM. hit rate 0.061% among 360,000. AID 651647, 2012;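 active means GFP/RFP ratio change of at least 30% with cell ATP level not reduced by more than half and red fluorescence within 50% of control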; further: strong numbers were not always called active
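Read-out: GFP/RFP fluorescence ratio; Test system: RFP-PRO-GFP reporter HT1080 cells; Compound dosing: single-point 20 µM compound, 1% DMSO; Times: overnight compound exposure at 37 °C.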
MsrA act: bovine MsrA enzyme activators, primary screen, biochemical, absorbance, HTS | Methionine sulfoxide reductase A (Bos taurus) | purified bovine MsrA, absorbance read-out | activation, % at 10.6 µM | hit rate 0.3% among 360,000; in the data active means activation above about 7.5%;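 further: 0% = vehicle and 100% = reference activator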
eLon inh: inhibitors of E. coli Lon protease, primary screen, biochemical, fluorescence polarization; AID 602123, 2011; purified E. coli Lon protease; P0A9M0; inhibition, % at 7.94 µM; hit rate 0.42% among 360,000; in the data active means inhibition above about 13%, passing the limit was not always enough;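 further: 0% = enzyme with probe and DMSO and 100% = no enzyme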
Target sequence (P0A9M0 whole entry, looked up): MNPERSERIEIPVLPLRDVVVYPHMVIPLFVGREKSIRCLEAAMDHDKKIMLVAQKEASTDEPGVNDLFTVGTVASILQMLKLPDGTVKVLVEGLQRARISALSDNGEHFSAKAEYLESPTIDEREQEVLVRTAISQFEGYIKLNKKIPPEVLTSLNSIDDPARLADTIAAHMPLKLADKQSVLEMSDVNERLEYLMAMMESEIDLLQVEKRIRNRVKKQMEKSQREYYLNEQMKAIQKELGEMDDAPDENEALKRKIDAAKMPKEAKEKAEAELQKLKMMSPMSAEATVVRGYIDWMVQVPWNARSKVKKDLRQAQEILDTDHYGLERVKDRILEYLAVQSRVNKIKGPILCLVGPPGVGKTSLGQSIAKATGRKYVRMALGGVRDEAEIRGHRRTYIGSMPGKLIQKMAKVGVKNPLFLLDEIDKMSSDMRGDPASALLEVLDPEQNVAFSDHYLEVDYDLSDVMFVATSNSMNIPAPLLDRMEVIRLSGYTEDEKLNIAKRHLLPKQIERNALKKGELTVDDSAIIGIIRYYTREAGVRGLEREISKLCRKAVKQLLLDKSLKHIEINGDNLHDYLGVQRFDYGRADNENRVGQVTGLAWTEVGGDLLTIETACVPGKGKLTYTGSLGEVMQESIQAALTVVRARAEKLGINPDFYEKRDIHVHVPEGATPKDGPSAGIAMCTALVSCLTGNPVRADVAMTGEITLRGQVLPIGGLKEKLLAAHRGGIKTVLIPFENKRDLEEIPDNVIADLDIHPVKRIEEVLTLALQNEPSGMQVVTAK
MsrA inhibitor: bovine MsrA enzyme inhibitors, primary screen, biochemical, absorbance, HTS | inhibition, % at 15.5 µM | Methionine sulfoxide reductase A (Bos taurus) | purified bovine MsrA, absorbance read-out | hit rate 0.75% among 360,000; in the data active means inhibition above about 4.5%;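 further: 0% = vehicle wells with enzyme and 100% = reference inhibitor wells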
Rin1 Abl inh: inhibitors of Rin1-Abl protein binding, primary screen, biochemical, TR-FRET; inhibition, % at 7.35 µM; hit rate 0.4% among 360,000; in the data active means inhibition above about 5%, passing the limit was not always enough
FAS-TE inh: FAS thioesterase domain inhibitors, primary screen, biochemical, fluorescence intensity, uHTS; hit rate 0.67% among 360,000; recombinant FAS-TE, OMFH fluorogenic substrate, fluorescence endpoint; Fatty acid synthase (Homo sapiens), P49327; inhibition, % at 15 µM;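 active means compounds whose normalised, plate-corrected inhibition of enzyme fluorescence in the single-dose primary screen is 50% or more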;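 further: 0% = DMSO with enzyme and 100% = substrate without enzyme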
NRP1-CendR mod: modulators of CendR peptide binding to NRP-1, primary screen, biochemical, fluorescence polarization, uHTS | Neuropilin-1 (Homo sapiens), O14786 | FAM-RPARPAR peptide binding to NRP-1 | inhibition, % at 25 µM | hit rate 0.85% among 360,000;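 active means inhibition or corrected inhibition above about 18%, plus a signal ratio from 0.5 to 1.5, limit read from the data, passing the limit was not always enough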; further: strong numbers were not always called active
* = called active by the depositor; i = inactive; . = not tested or not shown; + = active, no number.

SMILES	Neddylation inh	SKN-1 inh	MT1-MMP act inh	MsrA act	eLon inh	MsrA inhibitor	Rin1 Abl inh	FAS-TE inh	NRP1-CendR mod
O=C(COC(=O)c1ccc(Br)o1)Nc1cccc(S(=O)(=O)N2CCOCC2)c1	i	19	0	-3	-4	-0.3	2	-5	6
O=C1C=C(O)c2cccc3cccc1c23	i	-7	-17	-9	25	1.7	-30	-4	41*
COc1cc(NC(=O)CCC2CCCC2)cc(-n2cnnn2)c1	i	-4	-1	-4	6	-0.1	-1	60*	-5
CCOC(=O)/C(C#N)=C\N(C)C	i	2	-2	-13	-5	-0.5	4	-13	9
CSc1sc(C(=O)O)c2c1C(=O)CCC2	i	5	2	-2	1	0.5	2	-3	5
CCN(C(=O)c1ccccc1Cl)c1ccccc1	i	-18	2	-7	0	0.8	-1	-9	12
O=C(c1ccc(F)cc1F)N(Cc1ccccn1)Cc1ccco1	i	-5	-1	-3	4	0.1	-4	-7	-1
CCOC(=O)C1CCCN(Cc2cn[nH]c2-c2ccc(F)cc2F)C1 (configuration not stated)	i	7	2	-2	-5	0.8	-5	-2	-4
Cc1[nH]c2ccccc2c1SCc1nnc(SCc2ccccc2)n1C	i	13	1	-1	6	-1.3	4	2	5
CO/N=C/c1ccc(Oc2ccc([N+](=O)[O-])cc2[N+](=O)[O-])c(OC)c1	i	8	6	-3	-7	-0.1	0	28	6
CC1=C(C)CC(C(=O)Nc2cccc(Cl)c2)C(C(=O)O)C1 (configuration not stated)	i	1	-4	-1	3	-0.5	-4	-1	8
CSc1ccc(C(=O)C2CCCN(C(=O)c3cccc(N4CCOCC4)c3)C2)cc1 (configuration not stated)	i	1	-8	-1	6	0.6	-11	-5	6

Looked up one by one from the list above:
SMILES	Neddylation inh	SKN-1 inh	MT1-MMP act inh	MsrA act	eLon inh	MsrA inhibitor	Rin1 Abl inh	FAS-TE inh	NRP1-CendR mod
O=C(COC(=O)c1ccc(Br)o1)Nc1cccc(S(=O)(=O)N2CCOCC2)c1	i	19	0	-3	-4	-0.3	2	-5	6
Cc1[nH]c2ccccc2c1SCc1nnc(SCc2ccccc2)n1C	i	13	1	-1	6	-1.3	4	2	5
CCN(C(=O)c1ccccc1Cl)c1ccccc1	i	-18	2	-7	0	0.8	-1	-9	12

Next section:
SMILES	Neddylation inh	SKN-1 inh	MT1-MMP act inh	MsrA act	eLon inh	MsrA inhibitor	Rin1 Abl inh	FAS-TE inh	NRP1-CendR mod
O=C(Oc1cc2oc(=O)c3c(c2cc1Cl)CCCC3)c1cccs1	i	7	-1	-2	-10	1.8	-3	43	-7
COC(=O)c1c(NC(=O)CN2CCC3(O)CCCCC3C2c2ccc(OC)cc2OC)sc(C)c1C (configuration not stated)	i	8	-14	0	-26	1.5	1	22	-44
COc1cccc(OC)c1C(=O)Nc1ccc(S(=O)(=O)Nc2ncccn2)cc1	i	-6	-1	-7	9	-1.1	1	-6	-17
CCCOc1ccc(NC(N)=O)cc1OCCC	i	6	4	-1	-1	1.6	0	-2	4
COc1ccc(/C=C/C(=O)c2ccc(C)c([N+](=O)[O-])c2)cc1O	i	0	7	-9	-3	-0.2	2	-9	5
CCOC(=O)c1c(-c2cc(OC)c(OC)c(OC)c2)csc1NC(=O)c1ccccc1	i	25	-1	-3	-15	-1.7	-5	23	-4
CCN1CCN(c2cc(C)c3cc(NC(=O)CCC(=O)N4CCN(c5ccccc5OC)CC4)ccc3n2)CC1	i	10	-7	-3	-1	0.4	1	-2	10
NCCCC[C@@H]1NC(=O)[C@H](CCC(=O)O)NC(=O)c2cc([N+](=O)[O-])cc(I)c2OCC[C@@H](C(N)=O)NC1=O	i	-2	-2	-3	-13	.	-1	-10	-59
C[C@@]12CCC3[C@@](CCC4[C@@]3(C)CCC[C@@]4(C)C(=O)N3CCCCC3)(CC1=O)C2 (some centres not stated)	i	6	0	-3	28*	-0.7	2	17	-10
Cc1nn(C(C)C(=O)NCCCN(Cc2ccccc2)C(C)C)c(=O)c2c1sc1ccccc12 (configuration not stated)	i	4	1	-2	2	-0.1	1	-3	-9
CN1CCN(C(=O)CSc2nc(-c3cccs3)cc(-c3cccs3)c2C#N)CC1	i	22	-21	-3	-23	.	-5	-5	-18
Cc1ccccc1OCC(=O)N(Cc1nc(-c2ccccc2)no1)C(C)C	i	7	-2	0	-1	0.4	2	29	7
CCn1c(-c2cccnc2)n[nH]c1=S	i	1	-1	1	0	-1.2	-1	-10	1
CCN(C(=O)COC(=O)c1ccccc1Nc1ccccc1)c1c(N)n(Cc2ccccc2)c(=O)[nH]c1=O	i	-11	-29	-1	9	1.3	1	77*	7
CCOCCCNC(=O)C(c1ccccc1)N(Cc1ccc2c(c1)OCO2)C(=O)c1ccccc1O (configuration not stated)	i	6	-3	-6	5	-0.4	6	-2	5
Cc1c(CNCC(C)c2ccccc2)c(C(=O)O)c(C)n1Cc1ccccc1 (configuration not stated)	i	9	-3	-4	-1	-0.8	1	-4	-1
COC(=O)C1C/C(=N/NS(=O)(=O)c2ccc(C)cc2)CS1 (configuration not stated)	i	-10	-3	-3	6	0.3	-5	-5	-5
CC(Cc1ccccc1)C(=O)NCCO (configuration not stated)	i	4	-3	0	-6	-0.7	1	-8	-1
CS(=O)(=O)N(CC(=O)N1CCOCC1)c1ccc2c3c(cccc13)CC2	i	4	-1	-2	1	-0.5	-2	-4	8
Cc1cc2nc(N=C(N)N)nc(C)c2cc1C	i	0	-24	-9	-31	-0.6	1	-12	-2
COc1ccc(C(=O)Nc2cc(Cl)ccc2Cl)c(OC)n1	i	-3	-1	1	1	.	-1	-6	4
Cc1nn(Cc2c(Cl)cccc2Cl)c(C)c1NC(=O)c1cn(-c2ccccc2)nc1-c1ccccc1	i	12	-25	-3	0	.	1	-2	-6
CC(=O)Nc1ccc(NC(=O)CS(=O)(=O)Cc2ccccc2)cc1	i	14	-3	-3	-2	-0.2	1	-5	14
Cc1ccc2cc(/C=N/NC(=O)[C@H]3C[C@@H]3c3ccccc3)c(Cl)nc2c1	.	-5	3	-4	-3	-1.0	-1	11	-2
O=C(O)c1nn(CC(=O)N2CCC(Cc3ccccc3)CC2)c(=O)c2ccccc12	i	11	2	-2	10	3.1	3	1	-1
CCc1ccccc1N(CC(=O)NCc1ccco1)C(=O)c1snc(C(N)=O)c1N	+	4	-1	-1	11	1.4	2	3	-10
CC(C)C(NC(=O)c1ccccc1F)C(=O)NCC(c1ccco1)N1CCCCC1 (configuration not stated)	i	13	2	-2	3	1.4	-1	1	-10
COc1ccc(OC)c(CCNC(=O)CN2C(=O)CC(C)(C)S(=O)(=O)c3ccccc32)c1	i	-2	-2	-1	-7	-0.8	2	1	1
O=C(NCc1ccco1)c1ccc(CS(=O)(=O)c2cccc(C(F)(F)F)c2)o1	i	4	6	-2	3	0.3	-5	-4	4
CCOc1ccccc1N1Cc2ccccc2C1	i	9	-10	-4	-9	0.8	-4	-7	-4
COc1cccc(NC(=O)c2ccccc2SC)c1	i	6	2	-2	-9	0.5	-1	-8	3
O=c1cc(O)c2sc(Nc3ccc(F)c(Cl)c3)nc2[nH]1	i	10	-13	-2	-32	2.1	1	2	-47
Cc1cc(=O)nc2c3ccccc3n(C(C)C(=O)Nc3c(F)c(F)c(F)c(F)c3F)n12 (configuration not stated)	i	2	-1	-2	8	1.4	-3	-2	5
CC(=O)N1C(=O)C2(C(C#N)=C(N)Oc3n[nH]c(-c4ccccn4)c32)c2ccccc21 (configuration not stated)	i	15	-6	-1	2	3.0	-4	9	-3
Cc1cccc(NC(=O)c2ncn3c2C(=O)N[C@@H](C)C3)c1	i	-3	-12	-2	-5	0.0	-7	-7	-12
COc1ccccc1-n1nnnc1SCC(=O)Nc1ccccn1	i	11	-1	0	1	1.3	-1	-8	-3
COc1ccc(/C=C/C(=O)OCC(=O)NC(C)CCc2ccccc2)cc1OC (configuration not stated)	i	-8	2	-2	3	1.2	-1	11	-3
CC1C/C(=N/N2C(=O)CSC2=S)CC(C)(C)C1 (configuration not stated)	i	-1	9	1	-4	0.2	0	-2	16
COc1cc(NC(=O)CCS(=O)(=O)c2ccc3c(c2)oc(=O)n3C)cc(OC)c1	i	14	0	-3	-6	0.5	-1	-9	7
O=C(c1cccs1)N1CCN(S(=O)(=O)c2cccs2)CC1	i	6	-2	-1	-7	-1.5	-2	-1	-12
COc1ccc(N(C(=O)C(C)C)S(=O)(=O)c2cccc3cccnc23)cc1	i	-5	-5	-8	-27	1.9	2	1	-1
CC(C(=O)N1CCCc2c1c(=O)oc1ccc(O)cc21)N1CCc2ccccc2C1 (configuration not stated)	i	13	-2	-12	16*	.	0	-1	9
Nc1ccccc1S(=O)(=O)C(F)F	i	7	0	-4	4	1.1	-5	-4	-3
O=C(COc1ccccc1F)Nc1ccc2c(c1)CCC2	i	12	1	-2	-7	-0.2	2	11	-2
CN(C(=O)CCN1C(=O)C(C)(C)Nc2ccccc21)c1ccccc1	i	10	-1	2	-9	-0.9	2	-1	-1
O=C(CSc1ncnc2ccccc12)NCCc1ccccc1	i	6	0	-2	2	-1.1	-7	1	-6
Cc1nc(=O)c(-c2ccccc2)c(C)n1-c1ccc(Br)cc1	i	22	0	0	10	-0.2	-2	-29	8
O=C(Cn1cc(C(F)(F)F)ccc1=O)NC1CCCC1	i	-10	4	-1	-8	-0.4	0	-3	11
COc1cc(S(=O)(=O)Nc2ccc(C)cc2)ccc1N=Cc1c(C)c(C#N)c(=O)n(C)c1O	i	2	2	-7	-4	2.9	0	-2	-75
CCCCNc1c([N+](=O)[O-])c(=O)n(C)c2ccccc12	i	-13	0	-3	-1	1.4	1	1	-15
COc1ccc(OC)c(-c2cc(C(=O)Nc3ccc(F)cc3F)no2)c1	i	9	2	0	1	0.3	2	-4	-4
Cc1cccc(NC(=O)c2cc([N+](=O)[O-])ccc2NCC2CCCO2)n1 (configuration not stated)	i	5	-5	-6	11	4.2	-2	19	-9
NC(=O)CSc1nnc(-c2cccnc2)n1CCc1ccccc1	i	-16	-2	-1	-2	-0.7	4	-8	6
CC(=O)Nc1ccc(C(=O)NNC(=O)c2cccc(C)c2)cc1	i	-2	-1	-2	-4	-0.1	0	-7	-6
Cc1cc2[nH]c(=O)c(=O)[nH]c2cc1S(=O)(=O)N1CCN(c2ccccc2)CC1	i	3	2	-6	-1	2.2	-3	22	-1
C=CCN(CC=C)CCCOc1ccccc1C(=O)OC	i	-9	6	-3	4	1.9	-4	-7	-1
CCOC(=O)c1sc(-c2ccccc2)cc1NC(=O)c1ccc(S(=O)(=O)N(CCOC)CCOC)cc1	i	8	-9	-2	13	-0.8	0	13	2
COC(=O)C[C@@H]1OC[C@H](C)N1S(=O)(=O)c1ccc(C)cc1	i	-5	1	.	.	1.7	.	.	10

In a second layout: entries from further up
Below each compound: Neddylation inh, SKN-1 inh, MT1-MMP act inh, MsrA act, eLon inh, MsrA inhibitor, Rin1 Abl inh, FAS-TE inh, NRP1-CendR mod
COc1cc(S(=O)(=O)Nc2ccc(C)cc2)ccc1N=Cc1c(C)c(C#N)c(=O)n(C)c1O
 : i, 2, 2, -7, -4, 2.9, 0, -2, -75
CCOC(=O)c1sc(-c2ccccc2)cc1NC(=O)c1ccc(S(=O)(=O)N(CCOC)CCOC)cc1
 : i, 8, -9, -2, 13, -0.8, 0, 13, 2
Cc1cccc(NC(=O)c2cc([N+](=O)[O-])ccc2NCC2CCCO2)n1 (configuration not stated)
 : i, 5, -5, -6, 11, 4.2, -2, 19, -9
COc1ccc(OC)c(-c2cc(C(=O)Nc3ccc(F)cc3F)no2)c1
 : i, 9, 2, 0, 1, 0.3, 2, -4, -4
C=CCN(CC=C)CCCOc1ccccc1C(=O)OC
 : i, -9, 6, -3, 4, 1.9, -4, -7, -1
